Bioassay records (PubChem BioAssay)
PME-1 inh: blocks human protein phosphatase methylesterase 1; Q9Y570; recombinant PME-1, FP-Rh probe fluorescence polarization; inhibition, % at 5.9 µM; actives 0.53% (n = 320,000);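 active = inhibition above the campaign mean of all compounds plus 3 SD, cut at about 26% in these data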;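 note: competitive labeling of PME-1 active site by serine hydrolase directed probe; 0% = PME-1 with DMSO and 100% = wells lacking PME-1 enzyme; inhibitors block probe labeling so polarization falls and inhibition rises; many of its hits are not listed in these tables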
PAFAH2 inh: PAFAH2 (human) inhibition; Q99487; recombinant PAFAH2, FP-rhodamine activity probe, fluorescence polarization; inhibition, % at 3.39 µM; actives 0.99% (n = 340,000); AID 492956;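 active = inhibition above the mean over all tested compounds plus 3 SD, cut at about 30% in these data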;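 note: inhibitors block probe labeling of enzyme so polarization drops; 0% = enzyme with DMSO and 100% = wells lacking PAFAH2 protein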
PAFAH1B2 FP inh: blocks human PAF acetylhydrolase 1b catalytic subunit 2; P68402; actives 1.2% (n = 340,000); AID 492953; recombinant PAFAH1B2, FP-rhodamine activity probe, fluorescence polarization; inhibition, % at 3.39 µM;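 active = inhibition above the mean of all tested compounds plus 3 SD, cut at about 24% in these data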;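 note: 0% = enzyme with DMSO and 100% = wells lacking PAFAH1B2; many of its hits are not listed in these tables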
LYPLA1 inh: counter-screen for PME1 inhibitors: inhibitors of human LYPLA1; O75608; recombinant LYPLA1, FP-Rh probe fluorescence polarization; inhibition, % at 5.9 µM; actives 0.16% (n = 320,000); AID 2174;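 active = inhibition above the mean of all tested compounds plus 3 SD, set per campaign, cut at about 14% in these data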;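 note: inhibitors block serine hydrolase probe labeling of LYPLA1 so polarization falls; 0% = enzyme with DMSO and 100% = wells lacking LYPLA1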
GSTO1 counter: counter-screen for RBBP9 inhibitors: inhibitors of human GSTO1; P78417; recombinant GSTO1, activity-based probe fluorescence polarization; inhibition, % at 5.96 µM; actives 1.1% (n = 300,000); AID 1974;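 active = inhibition above the campaign mean inhibition plus 3 SD, cut at about 35% in these data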;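 note: 0% = GSTO1-1 with DMSO and 100% = wells lacking GSTO1-1 enzyme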
Fam108B inh: blocks mouse Fam108B hydrolase in RBBP9 counter-screen; recombinant Fam108B, FP-Rh probe fluorescence polarization; inhibition, % at 9.51 µM; actives 0.33% (n = 300,000);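 active = inhibition above the screen mean inhibition plus 3 SD, computed separately per campaign, cut at about 18% in these data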;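 note: inhibitors lower polarization as less probe binds the enzyme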
PAD4 FP inh: PAD4 (human) enzyme inhibition; actives 0.41% (n = 330,000); recombinant PAD4, RCA probe fluorescence polarization; AID 485272; Q9UM07; inhibition, % at 6.36 µM;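 active = percent inhibition above a cutoff equal to the mean of all tested compounds plus 3 SD, cut at about 15% in these data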;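 note: 0% = PAD4 with RCA probe and DMSO and 100% = probe without PAD4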
Target sequence (Q9UM07 whole entry, looked up): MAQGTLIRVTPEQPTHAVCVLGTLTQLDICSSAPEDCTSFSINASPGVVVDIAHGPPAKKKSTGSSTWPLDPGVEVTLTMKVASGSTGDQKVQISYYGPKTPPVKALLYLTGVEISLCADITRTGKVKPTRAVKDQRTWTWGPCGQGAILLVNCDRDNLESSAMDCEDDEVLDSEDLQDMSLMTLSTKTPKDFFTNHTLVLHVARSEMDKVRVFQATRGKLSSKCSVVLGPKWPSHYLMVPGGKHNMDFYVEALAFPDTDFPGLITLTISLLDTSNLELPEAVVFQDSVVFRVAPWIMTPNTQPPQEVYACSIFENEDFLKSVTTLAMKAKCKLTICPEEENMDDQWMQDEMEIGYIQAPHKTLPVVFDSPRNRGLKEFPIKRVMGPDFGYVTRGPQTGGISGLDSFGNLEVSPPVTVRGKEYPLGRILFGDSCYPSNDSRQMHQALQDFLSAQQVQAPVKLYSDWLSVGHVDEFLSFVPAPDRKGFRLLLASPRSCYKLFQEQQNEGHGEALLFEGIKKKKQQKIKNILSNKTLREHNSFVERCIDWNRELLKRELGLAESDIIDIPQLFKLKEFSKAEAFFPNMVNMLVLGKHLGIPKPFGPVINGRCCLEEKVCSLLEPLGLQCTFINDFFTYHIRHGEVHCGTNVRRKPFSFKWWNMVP
pPAFAH inh: pPAFAH (human) enzyme inhibition; recombinant pPAFAH, FP-rhodamine probe fluorescence polarization; inhibition, % at 3.39 µM; actives 1.5% (n = 330,000); AID 463082;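 active = inhibition above the mean inhibition across the screen plus 3 SD, cut at about 25% in these data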;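 note: inhibitors block binding of the rhodamine activity-based probe so polarization drops; 0% = enzyme with DMSO and 100% = wells lacking pPAFAH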
PAFAH1B3 inh: PAFAH1B3 (human) inhibition; recombinant PAFAH1B3, FP-rhodamine probe, fluorescence polarization; Q15102; inhibition, % at 3.39 µM; actives 0.28% (n = 340,000);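 active = inhibition above the screen-wide average of all tested compounds plus 3 SD, cut at about 25% in these data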;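 note: 0% = enzyme with DMSO only and 100% = wells lacking PAFAH1B3 protein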
Target sequence (Q15102 whole entry, looked up): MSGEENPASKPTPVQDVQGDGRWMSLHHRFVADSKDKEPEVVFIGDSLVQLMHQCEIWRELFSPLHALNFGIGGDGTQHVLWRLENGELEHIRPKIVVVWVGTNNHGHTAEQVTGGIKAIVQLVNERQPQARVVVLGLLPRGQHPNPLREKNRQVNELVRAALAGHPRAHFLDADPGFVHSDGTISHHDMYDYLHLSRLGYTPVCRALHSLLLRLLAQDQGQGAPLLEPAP
* hit, by the source's call; x = not tested or not shown.

canonical_smiles	PME-1 inh	PAFAH2 inh	PAFAH1B2 FP inh	LYPLA1 inh	GSTO1 counter	Fam108B inh	PAD4 FP inh	pPAFAH inh	PAFAH1B3 inh
CCCC(=O)Nc1nc(C)c(-c2csc(Nc3cc(OC)ccc3OC)n2)s1	20	7	12	-9	0	10	-2	29*	15
COc1cccc(OC)c1OCCOc1ccc(C(=O)c2ccccc2)cc1	0	-4	1	-7	-1	-1	4	-2	8
O=C(Nc1cccc(S(=O)(=O)N2CCCCCC2)c1)c1cncc(Br)c1	x	1	6	x	x	x	-3	4	4
O=C(CS(=O)(=O)c1ccccc1)Nc1nnc(-c2cccs2)o1	-1	-1	0	2	-1	0	1	9	5
COc1cc(SC)ccc1C(=O)N1CCCc2ccccc21	3	-5	3	0	-1	4	-1	4	9
CC(C)(C)OC(=O)NOCC(=O)N(CC(=O)c1ccccc1)Cc1ccccc1	5	-4	9	2	2	0	-5	1	11
COC(=O)Nc1ccccc1C(=O)N1CCCCC1	0	4	0	-3	2	4	2	-3	5
O=C(CCSc1ccc(Cl)cc1)NCc1ccccn1	0	2	24	0	-13	4	-3	3	6
Cc1cccc(C)c1NC(=O)CNC(=O)CCC(=O)c1cccs1	0	3	-1	-5	2	-2	-1	1	9
O=C(c1ccc(Br)o1)N1CCN(c2ccccn2)CC1	2	-8	-5	-4	4	1	0	0	0
COc1ccc(-n2c(=S)[nH]c3c(sc(=S)n3-c3ccccc3)c2=O)c(OC)c1	3	11	1	-1	7	7	5	0	8
CCOC(=O)Cc1nnn(CC(=O)OCC)n1	2	1	5	0	5	-2	2	3	-2
CCOc1ccc(-n2c(SCC(=O)Nc3cc(OC)c([N+](=O)[O-])cc3C)nc3ccccc32)cc1	-4	-9	2	-5	7	-3	-2	-7	1
O=C(Cc1ccc(-n2c(=O)c3sccc3n(CC(=O)Nc3ccccc3F)c2=O)cc1)NCc1ccco1	14	0	-2	-2	-4	-2	-3	0	2
Cc1ccc(-c2cc(C(F)F)n3ncc(C(=O)NCc4ccco4)c3n2)cc1	0	8	2	-2	-2	-2	2	6	-3
CCCCC1CCC(C(=O)OC(C)C(=O)Nc2ccc(NC(C)=O)cc2)CC1 (stereo not drawn)	2	-4	-3	-5	0	-1	-2	13	12
O=C(CCCCCN1C(=O)c2ccccc2C1=O)Nc1nccs1	4	-6	2	2	1	-2	5	-1	0
CCOc1ccc(C2NC(=O)C(C#N)=C(S)N2c2ccc(C)cc2)cc1OC (stereo not drawn)	-1	3	15	-1	10	-2	3	-4	6
CC(C)(C)NC(=O)COc1ccc(CNc2ncn[nH]2)cc1	-2	10	4	1	9	-2	-2	0	6
CC(=O)C1=C(C)OC(N)=C(C#N)C1c1cccnc1 (stereo not drawn)	-2	-2	1	0	11	0	-1	0	3
O=C(CCN1CCN(c2ccccc2F)CC1)Nc1ccc(F)cc1	-4	-3	2	3	5	5	3	-1	1
COc1ccc(C(=O)OC(C)C(=O)NC2CCCCC2C)cc1S(=O)(=O)N1CCOCC1 (stereo not drawn)	-7	4	-1	-1	3	5	0	-1	5
O=C(N/N=C/C1CC=CCC1)c1ccc(Cl)cc1O (stereo not drawn)	5	14	2	2	2	0	-4	16	9
CC1CCCC(C)N1C(=O)COC(=O)c1cccc(S(=O)(=O)N(C)c2ccccc2)c1 (stereo not drawn)	-5	13	8	-2	x	x	3	6	6
COC(=O)c1c(O)c2c([nH]c1=O)CCCC2	3	-1	5	1	10	3	-4	3	6
COCCN1Cc2cc3cc(C)ccc3nc2SC1=Nc1ccc(OC)cc1	11	3	6	2	12	9	5	17	5
O=C1CCN(c2ncccc2[N+](=O)[O-])CC1	-4	7	7	1	-1	-2	-2	4	0
Cc1oc2cc(O)ccc2c(=O)c1Oc1ccccc1Br	2	6	6	6	0	-2	-4	2	-1
O=C(COc1ccc(Cl)cc1)Nc1ccc(Cl)cn1	-26	1	12	2	7	-7	-1	-5	2
CC(=O)Nc1cccc(-c2nnc3c4ccccc4c(C)nn23)c1	-1	x	x	0	8	0	-3	-2	x
COC(=O)c1scc(C)c1N1C(=O)c2ccccc2C1=O	-9	x	x	-2	8	4	1	-5	x
CCc1ccc2c(c1)cc(CN(C(=S)Nc1ccccc1C)C1CC1)c1nnnn12	-7	3	-3	-2	4	5	1	2	-1
COCCSc1ccccc1C(=O)Nc1nnc(COC)s1	1	2	4	0	1	0	2	4	3
N/C(=N\c1nc(CSc2ccc(Cl)cc2)cc(=O)[nH]1)Nc1cccc2ccccc12	-3	2	1	-2	3	-7	-5	4	2
Cc1ccc(S(=O)(=O)N(C)c2ccc(C(=O)N3CCc4ccccc4C3)cc2)cc1	0	-4	7	6	-2	-2	2	5	9
Cc1ccc(C(=O)Nc2cccc(N(C)S(C)(=O)=O)c2)cc1S(=O)(=O)Nc1ccccc1	-10	-5	-2	-6	0	-3	-3	15	3
Cc1ccc(CNC(=O)CS(=O)Cc2nc(-c3ccccc3F)oc2C)cc1 (stereo not drawn)	-3	3	4	-6	2	0	-2	9	7
Cc1cccc(N(C)Cc2nnc(-c3cccc(Br)c3)o2)c1	-1	12	0	0	-2	3	-6	2	-2
CCC(Oc1ccccc1)C(=O)Nc1cc(Cl)ccc1-n1cncn1 (stereo not drawn)	5	2	3	1	7	6	-3	2	10
CCOC(=O)N1CCN(Cc2nc3cc(NC(=O)c4cccs4)ccc3n2C)CC1	9	1	2	0	0	1	1	0	0
Cc1ccc(S(=O)(=O)CC(=O)N2CCN(c3cccc(C(F)(F)F)c3)CC2)cc1	2	-2	2	-3	4	1	-2	1	8
COc1cc(OC)cc(C(=O)NC2CC3CCC(C2)N3C)c1 (stereo not drawn)	1	2	-1	-1	x	x	-1	4	5
CC(C)CC(=O)NCC(C)NC(=O)CC(C)C (stereo not drawn)	3	7	8	5	-3	0	3	5	18
COCCCNC(=O)Cc1coc2ccc3ccccc3c12	-10	-2	2	-3	-2	2	-5	16	-5
COc1cccc(NC(=O)c2cc(-c3ccco3)nc3ccccc23)c1	-19	3	-6	-2	-9	-7	-10	-18	0
N#CC1=C(N)Oc2cc(N)ccc2C1c1cccnc1 (stereo not drawn)	9	-5	9	0	-1	6	-2	6	6
Cc1cccc(NC(=S)Nn2cnnc2)c1C	0	2	2	-2	10	-5	-1	3	12
COc1ccc(CCNC(=O)c2ccc3ccccc3n2)cc1	1	-1	8	0	0	0	2	1	0
O=C(COc1ccc(Cl)cc1)Nc1cccc(-c2ccc3nncn3n2)c1	-16	-8	7	-4	-12	-11	-2	14	5
CC1CCCCN1C(=O)C(Cc1ccccc1)N1C(=O)C2CCCCC2C1=O (stereo not drawn)	-4	3	-1	-2	7	2	-2	0	8
CCCNC(=O)Nc1ccsc1C(=O)OC	0	4	-5	-5	1	-2	-4	-1	7
O=C(C1CCN(S(=O)(=O)c2cccc3nsnc23)CC1)N1CCc2ccccc2C1	18	-3	2	-3	-5	-1	3	9	4
CC1CCC(NC(=O)c2cc3c(s2)CCCC3)CC1 (stereo not drawn)	-1	-2	-2	0	-4	-1	-1	3	4
c1ccc2cc(CCO[C@H]3CCCCO3)ncc2c1	x	-1	6	x	x	x	-5	1	2
CC(C)C(NC(=O)c1ccc2c(c1)OCO2)C(=O)N/N=C/c1cccs1 (stereo not drawn)	-4	-10	-1	-1	1	-3	-2	3	11
Cc1cc(C)n(CC(=O)O)c(=O)c1[N+](=O)[O-]	-5	-4	0	-3	3	3	-5	6	12
COc1cc(/C=N/NC(=O)C(N)=O)ccc1OC(=O)c1cccs1	-8	0	2	-2	-1	3	-7	-1	4
O=C(CCc1n[nH]c(=O)[nH]c1=O)N/N=C/c1ccco1	-1	5	1	-5	1	3	-1	4	0
COC(=O)Cn1c(C(=O)N2CCCC2)cc2c1C[C@H]1CN(C(=O)c3ccccc3)[C@@](Cc3ccc(F)cc3)(C(=O)OC)[C@@H]21	-1	3	2	2	1	6	-1	7	8
COC(=O)CSc1nnc(-c2ccccc2OC)o1	-2	2	5	2	-3	1	-6	-1	1

Going on with the list.
canonical_smiles	PME-1 inh	PAFAH2 inh	PAFAH1B2 FP inh	LYPLA1 inh	GSTO1 counter	Fam108B inh	PAD4 FP inh	pPAFAH inh	PAFAH1B3 inh
Nc1nc(-c2ccc3c(c2)CCO3)cs1	-1	3	5	1	7	-1	-2	2	11
COc1cccc(C2Nc3c(F)cc(Br)cc3C3C=CCC32)c1OC (stereo not drawn)	-2	9	2	5	3	-1	-2	0	16
O=C(NC(Cc1ccccc1)C(=O)O)c1ccccc1 (stereo not drawn)	-2	4	0	-2	1	0	-4	1	1
Cc1cccc2cc(C3CC(c4ccco4)=NN3S(=O)(=O)c3ccccc3)c(Cl)nc12 (stereo not drawn)	-2	-7	-5	-6	-3	-2	-3	-1	-3
COc1cc(/C=N/NC(=O)C(Cc2c[nH]c3ccccc23)NC(=O)OCC(C)C)cc([N+](=O)[O-])c1OCc1ccccc1 (stereo not drawn)	-3	-1	4	-3	-6	-5	-2	5	1
COc1ccccc1C(=O)COC(=O)c1nc(Cl)ccc1Cl	6	1	18	-3	6	4	2	-2	-3
Cc1ccc(/C=C(\NC(=O)c2ccccc2)C(=O)OCc2ccccc2)cc1	2	0	3	-3	-5	-4	-2	4	0
COc1c(C)cc(C(=O)C2CCCN(S(=O)(=O)N(C)C)C2)cc1C (stereo not drawn)	3	1	0	-1	3	3	-3	0	8

A portion of the library; rates above refer to the full screens.
